Bioassay records from PubChem.
RmlCD inh 1536 = M. tuberculosis RmlC/RmlD coupled enzyme inhibitors, primary screen, biochemical, compound mixtures, 384-well, from 1536-well plates; dTDP-4-dehydrorhamnose reductase (Mycobacterium tuberculosis (strain ATCC 25618 / H37Rv)) …; RmlC+RmlD coupled enzyme assay, percent inhibition; primary screen in compound mixtures; inhibition, % at 3.6 µM; hit rate 0.03% among 160,000; AID 1533, 2009; in the data active = inhibition mostly above about 34%, no sharp cut-off; inconclusive = no clear call, values can overlap the other calls; inactive = mostly below about 22%; note: some results filed as inactive read as strong as hits
Target sequence (P9WH09 whole entry, looked up): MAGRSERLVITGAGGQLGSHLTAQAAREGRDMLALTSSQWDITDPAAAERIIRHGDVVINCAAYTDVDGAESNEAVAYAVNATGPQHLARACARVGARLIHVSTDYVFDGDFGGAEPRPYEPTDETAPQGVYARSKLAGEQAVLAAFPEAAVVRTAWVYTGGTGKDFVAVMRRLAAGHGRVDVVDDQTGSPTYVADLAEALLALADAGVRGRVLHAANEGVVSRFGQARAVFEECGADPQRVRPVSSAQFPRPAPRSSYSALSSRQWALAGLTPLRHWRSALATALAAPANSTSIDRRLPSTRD
Target sequence (P9WH11 whole entry, looked up): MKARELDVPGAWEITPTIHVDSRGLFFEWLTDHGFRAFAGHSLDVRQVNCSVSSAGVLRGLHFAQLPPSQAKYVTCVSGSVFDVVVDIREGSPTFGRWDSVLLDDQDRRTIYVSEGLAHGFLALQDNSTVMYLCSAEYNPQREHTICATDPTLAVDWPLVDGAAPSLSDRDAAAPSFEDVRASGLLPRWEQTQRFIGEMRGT
GlmU inhibition = inhibition of mycobacterial GlmU enzyme – biochemical, glucosamine-1-phosphate acetyltransferase (AID 1376) | M. tuberculosis GlmU acetyltransferase enzyme assay; higher % means a stronger effect | one-dose inhibition, %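 (tested at 30 µM in the primary screen)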; IC50 in µM for titrated hits | hit rate 0.25% among 220,000; in the data active = inhibition above about 13%; inconclusive = no clear call, values can overlap the other calls;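 note: 0% = complete reaction with vehicle and 100% = reaction without substrate; strong numbers were not always called active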
Numbers without * were called inactive. An excerpt. The share of hits here may be higher or lower than overall.

Preview:
For Cc1nc2c(c(N3CCOCC3)n1)OCC(=O)N2 the results were RmlCD inh 1536 0 and GlmU inhibition 1.7%.
For C/C(=N/NC(=O)CSc1nc2ccccc2s1)c1ccncc1 the results were RmlCD inh 1536 13 and GlmU inhibition 2.3%.
`Cc1nc2ccccc2c(=O)n1-c1ccccc1[N+](=O)[O-]` gave RmlCD inh 1536 4 and GlmU inhibition -1.5%.
Screening O=C(CCn1cccc1)Nc1ccc(OC(F)(F)F)cc1 returned RmlCD inh 1536 -5 and GlmU inhibition 5.9%.
Screening COc1cccc(CNC(=O)CCC2CCCN(C(=O)c3cc(C)on3)C2)c1 (stereo unspecified) returned RmlCD inh 1536 -8 and GlmU inhibition -3.6%.

All compounds of this part (from the top)
For Cc1nc2c(c(N3CCOCC3)n1)OCC(=O)N2 the results were RmlCD inh 1536 0 and GlmU inhibition 1.7%.
For C/C(=N/NC(=O)CSc1nc2ccccc2s1)c1ccncc1 the results were RmlCD inh 1536 13 and GlmU inhibition 2.3%.
`Cc1nc2ccccc2c(=O)n1-c1ccccc1[N+](=O)[O-]` gave RmlCD inh 1536 4 and GlmU inhibition -1.5%.
Screening O=C(CCn1cccc1)Nc1ccc(OC(F)(F)F)cc1 returned RmlCD inh 1536 -5 and GlmU inhibition 5.9%.
Screening COc1cccc(CNC(=O)CCC2CCCN(C(=O)c3cc(C)on3)C2)c1 (stereo unspecified) returned RmlCD inh 1536 -8 and GlmU inhibition -3.6%.
`COC(=O)C1=C(C(=O)OC)SC2(S1)C(C(=O)OC)=C(C(=O)OC)SC1=C2c2cccc(C)c2NC1(C)C` gave GlmU inhibition 7.4%.
`CN(Cc1ccon1)C(=O)CC1C(=O)NCCN1CC1CCCCC1` (stereo unspecified) gave RmlCD inh 1536 0 and GlmU inhibition 3.6%.
CCCCNC(=O)CSc1nc2cc3c(cc2c(=O)n1CCCN(CC)CC)OCO3 was read as RmlCD inh 1536 -3 and GlmU inhibition -2.5%.
Screening COc1cc(/C=C/C(=O)Nc2nc3ccc(S(=O)(=O)NC(C)C)cc3s2)cc(OC)c1OC returned RmlCD inh 1536 -10 and GlmU inhibition -2.5%.
For CC(C)CNc1oc(-c2ccco2)nc1C#N the results were GlmU inhibition -0.6%.
COc1ccccc1C1C(C(C)=O)=C(C)N=c2s/c(=C\c3cc(OC)c(OC)c(OC)c3)c(=O)n21 (stereo unspecified) was read as GlmU inhibition 3.0%.
CCCN(CCC)CCNC(=O)c1cc2c(C)nc3ccccc3c2o1 was read as RmlCD inh 1536 6 and GlmU inhibition -3.4%.
`COc1ccc(-c2nc3ccc(N4CCCC4)cc3c(=O)[nH]2)cc1OC` gave RmlCD inh 1536 2.
Screening CN1c2ccccc2C(O)=C(C(=S)Nc2ccc(Cl)cc2)S1(=O)=O returned RmlCD inh 1536 -6 and GlmU inhibition 4.1%.
For O=C(Oc1ccc[nH]c1=O)c1cc([N+](=O)[O-])cc([N+](=O)[O-])c1 the results were RmlCD inh 1536 -4 and GlmU inhibition 5.3%.
Screening CC1CCCN(S(=O)(=O)c2ccc(NC(=O)CCN3C(=O)c4ccccc4C3=O)cc2)C1 (stereo unspecified) returned RmlCD inh 1536 -10 and GlmU inhibition -4.2%.
Screening CCc1c(C(=O)OC)nnc2cc(C)nn12 returned RmlCD inh 1536 -5 and GlmU inhibition 0.3%.
`O=C(NCC1CCCCN1)c1cc(OCC(F)(F)F)ccc1OCC(F)(F)F` (stereo unspecified) gave GlmU inhibition 3.5%.
Screening CC(=O)Nc1ccc(S(=O)(=O)NNC(=O)COc2cccc3ccccc23)cc1 returned RmlCD inh 1536 -2 and GlmU inhibition -3.2%.
`CC(=O)NC1=NN(C(C)=O)C(C)(c2cccc([N+](=O)[O-])c2)S1` (stereo unspecified) gave GlmU inhibition 2.2%.
Screening CCC(c1nnnn1CCc1ccccc1)N(Cc1ccco1)Cc1cc2cccc(C)c2[nH]c1=O (stereo unspecified) returned GlmU inhibition 2.2%.
For COc1ccc(C2CC(=O)N(C)c3ccccc3S2)cc1OC (stereo unspecified) the results were RmlCD inh 1536 31 and GlmU inhibition -3.0%.
`Cc1ccc(CNc2ncc(-c3ccc4c(c3)OCO4)n2C)cc1` gave RmlCD inh 1536 -9 and GlmU inhibition 4.8%.
Screening Cc1nc(-n2cc(F)c(=O)[nH]c2=O)c2nc(C)oc2n1 returned RmlCD inh 1536 28 and GlmU inhibition 4.2%.
`O=c1cc(-c2c(O)c3ccccc3n(Cc3ccccc3)c2=O)[nH][nH]1` gave RmlCD inh 1536 2 and GlmU inhibition 1.4%.
`CC1(C)CC(=O)C(C=NC2CCCCC2)=C(O)C1` gave RmlCD inh 1536 8 and GlmU inhibition -1.2%.
COC(=O)c1ccc(NC(=O)COc2ccc(C3C(C#N)=C(N)Oc4c3ccc3ccccc43)cc2OC)cc1 (stereo unspecified) was read as RmlCD inh 1536 -7 and GlmU inhibition -2.2%.
Screening Cc1ccnc(NC(=O)c2ccc(S(=O)(=O)c3ccccc3)cc2)c1 returned RmlCD inh 1536 19 and GlmU inhibition -3.7%.
`CCOc1ccc(S(=O)(=O)Oc2ccc3ccccc3c2)cc1` gave GlmU inhibition 2.0%.
Screening CNCCCCOc1ccccc1-c1ccccc1 returned RmlCD inh 1536 -1 and GlmU inhibition -7.8%.
Screening COC(=O)c1ccc(Cn2cnc3ccccc3c2=O)cc1 returned RmlCD inh 1536 -7 and GlmU inhibition 2.4%.
O=C(NC1CCCCC1)C12CC3CC(C1)CC(n1cncn1)(C3)C2 was read as GlmU inhibition -1.4%.
For Cc1cccc(NC(=O)/C=C/c2cccs2)n1 the results were GlmU inhibition -5.7%.
Screening CC(C)c1ccc(CNC(=O)C(=O)NCCCn2ccnc2)cc1 returned RmlCD inh 1536 -11.
For CC(Cc1ccc(O)c(O)c1)C(C)Cc1ccc(O)c(O)c1 (stereo unspecified) the results were GlmU inhibition 7.3%.
`COc1cc(C)ccc1OCCCOc1ccccc1Cl` gave GlmU inhibition -1.1%.
`CC(C)(C)OC(=O)NCCCCCc1nnc(SCc2ccc(F)cc2)o1` gave RmlCD inh 1536 19 and GlmU inhibition 1.6%.
For COC(=O)CN1C(=S)N(Cc2ccccc2)C(=O)C1CC(=O)Nc1ccc(OC)cc1 (stereo unspecified) the results were GlmU inhibition -9.1%.
CN(C)CCNC(=O)Cn1nc(C(F)F)cc1C1CC1 was read as RmlCD inh 1536 -10 and GlmU inhibition 2.3%.
For CCc1nc(SCC(=O)N2c3ccccc3CC2C)c2c(C)c(C)sc2n1 (stereo unspecified) the results were RmlCD inh 1536 11 and GlmU inhibition -3.3%.
For CC(NC(=O)C1CCN(S(=O)(=O)N2CCC3(CC2)OCCO3)CC1)c1ccccc1 (stereo unspecified) the results were RmlCD inh 1536 7 and GlmU inhibition -2.8%.
`C[C@@H]1CN(Cc2cn(C)nc2-c2cccc(Cl)c2)C[C@H](C)O1` gave RmlCD inh 1536 -8 and GlmU inhibition 12%.
Screening CCOc1ccc(C2C(C(=O)c3cccs3)=C(O)C(=O)N2Cc2cccnc2)cc1 (stereo unspecified) returned RmlCD inh 1536 5 and GlmU inhibition -4.0%.
`O=C(CCl)Nc1ccc(Sc2ccc(NC(=O)CCl)cc2)cc1` gave RmlCD inh 1536 25 and GlmU inhibition -3.5%.
For CCOc1ccccc1N(CC(=O)NC(C)(C)C)C(=O)Cn1nnc(-c2ccc(C)o2)n1 the results were RmlCD inh 1536 4 and GlmU inhibition -6.4%.
O=c1c2[nH]c3ccc(Br)cc3c2ncn1Cc1ccncc1 was read as RmlCD inh 1536 -6 and GlmU inhibition -2.0%.
`COc1ccc(/C=N/Nc2nc(-c3cccnc3)nc3ccccc23)c(OC)c1` gave RmlCD inh 1536 7 and GlmU inhibition -0.3%.
For CCOc1ccc(/C(O)=C/C(=O)C(=O)Nc2ccc(S(=O)(=O)NC(C)=O)cc2)cc1 the results were RmlCD inh 1536 2 and GlmU inhibition 1.1%.
`CC(C)NC(=S)NC1(C)CCS(=O)(=O)C1` (stereo unspecified) gave RmlCD inh 1536 -3 and GlmU inhibition -5.0%.
`COc1cc(/C=N/N2C(=O)C3C4C=CC(CC4)C3C2=O)ccc1O` (stereo unspecified) gave RmlCD inh 1536 -9 and GlmU inhibition 2.5%.
Screening CCOC(=O)c1cn2nc(Oc3ccc(C#N)cc3)ccc2n1 returned RmlCD inh 1536 -8 and GlmU inhibition 1.1%.
For Cc1ccc2c(c1)nnc1nnc(SCC(=O)O)n12 the results were RmlCD inh 1536 -3 and GlmU inhibition -0.2%.
`COc1ccc(CNc2nc(-c3cccnc3)nn2C(=O)c2ccco2)cc1` gave GlmU inhibition 2.0%.
Screening CC(=O)N1CCCc2cc(S(=O)(=O)NCc3ccc(C)cc3)ccc21 returned GlmU inhibition 1.2%.
Cc1ccc(/C=C(/C#N)c2nc(CCN3C(=O)c4ccccc4C3=O)cs2)cc1 was read as RmlCD inh 1536 5 and GlmU inhibition 0.9%.
COC(=O)c1c(NC(NC(=O)C(C)C)C(Cl)(Cl)Cl)sc2c1CCCC2 (stereo unspecified) was read as GlmU inhibition -6.4%.
N/C(=N\NC(=O)Nc1ccc(Cl)cc1)c1ccccn1 was read as RmlCD inh 1536 -6 and GlmU inhibition -9.8%.
`Cn1c(=O)c2c(nc(NCc3cccnc3)n2Cc2ccc(Cl)cc2)n(C)c1=O` gave RmlCD inh 1536 inconclusive and GlmU inhibition -1.5%.
For COCCCNC(=O)CCc1nc(-c2ccccc2Cl)no1 the results were RmlCD inh 1536 13 and GlmU inhibition -2.5%.
`CCOC(=O)c1c(NC(C)=O)sc2c1CCC(C=NCCCN(CC)CC)=C2Sc1ccccc1` gave GlmU inhibition -5.1%.
Screening CCOC(=O)c1cc(NC(=O)Nc2ccccn2)c(C)nc1C returned RmlCD inh 1536 8 and GlmU inhibition 3.3%.
`c1ccc(-n2ncc3c(NCc4ccco4)ncnc32)cc1` gave RmlCD inh 1536 14 and GlmU inhibition -0.5%.
Cc1ccc(NC(=O)c2ccccc2[N+](=O)[O-])nc1 was read as RmlCD inh 1536 -10 and GlmU inhibition 2.0%.
For CN(Cc1ccccc1)c1oc(-c2ccco2)nc1C#N the results were RmlCD inh 1536 -6 and GlmU inhibition 7.4%.
Screening CC1(C)N(O)CC(c2cccs2)=[N+]1[O-] returned RmlCD inh 1536 2 and GlmU inhibition 1.4%.
Screening O=C(NC1CCN(CC(=O)N(c2ccccc2)c2ccccc2)CC1)c1ccc([N+](=O)[O-])cc1 returned RmlCD inh 1536 -5 and GlmU inhibition 0.8%.
CC(C)C(=O)Nc1nc(-c2ccc([N+](=O)[O-])cc2)cs1 was read as GlmU inhibition 1.5%.
Screening CC(C)c1ccccc1NC(=S)NN(Cc1ccccc1)c1ccccc1 returned GlmU inhibition -4.5%.
Screening Cc1cccc(N2CN(Cc3cccnc3)CNC2=S)c1C returned RmlCD inh 1536 2 and GlmU inhibition 1.9%.
O=C(COc1ccccc1Br)Nc1ccccc1C(F)(F)F was read as RmlCD inh 1536 -6 and GlmU inhibition 1.2%.
For Cc1nc2c(c(=O)n1CCC(C)C)c1nc3ccccc3nc1n2Cc1ccc2c(c1)OCO2 the results were GlmU inhibition -1.7%.
Cc1ccc(NC(=O)CSc2nnc(CNC(=O)C34CC5CC(CC(C5)C3)C4)n2-c2ccc(F)cc2)cc1 was read as RmlCD inh 1536 0 and GlmU inhibition -6.0%.
Screening CC(=O)c1cnc2ncnn2c1C returned GlmU inhibition 1.7%.
`Cc1ccc(Cn2nc3c(cc2=O)CCc2ccccc2-3)cc1` gave GlmU inhibition -7.6%.
Screening COc1ccc(/C=C/C(=O)c2cc(F)ccc2OC(=O)c2ccc(OC)c(OC)c2)cc1OC returned GlmU inhibition 2.4%.
Screening Cc1nc2ccccc2c2oc(C(=O)N3CCc4ccccc43)cc12 returned GlmU inhibition -5.1%.
Screening COc1ccc(NC(=O)N2CCN(c3nc(-c4cccc(OC)c4)cs3)CC2)cc1 returned RmlCD inh 1536 -7 and GlmU inhibition -1.0%.
`CC(NC(=O)Nc1ccc(Cl)cc1)C(c1cccs1)N1CCOCC1` (stereo unspecified) gave RmlCD inh 1536 -12 and GlmU inhibition 2.6%.

5 records picked at random from those above, as already listed:
`CC(=O)NC1=NN(C(C)=O)C(C)(c2cccc([N+](=O)[O-])c2)S1` (stereo unspecified) gave GlmU inhibition 2.2%.
For CCOc1ccc(/C(O)=C/C(=O)C(=O)Nc2ccc(S(=O)(=O)NC(C)=O)cc2)cc1 the results were RmlCD inh 1536 2 and GlmU inhibition 1.1%.
For C/C(=N/NC(=O)CSc1nc2ccccc2s1)c1ccncc1 the results were RmlCD inh 1536 13 and GlmU inhibition 2.3%.
For Cc1nc2c(c(N3CCOCC3)n1)OCC(=O)N2 the results were RmlCD inh 1536 0 and GlmU inhibition 1.7%.
Screening CC(C)c1ccc(CNC(=O)C(=O)NCCCn2ccnc2)cc1 returned RmlCD inh 1536 -11.
